M. tuberculosis GlmU: inhibition of mycobacterial GlmU enzyme – biochemical, glucosamine-1-phosphate acetyltransferase (AID 1376); M. tuberculosis GlmU acetyltransferase enzyme assay; higher % means a stronger effect; one-dose inhibition, %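 (tested at 30 µM in the primary screen)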; IC50 in µM for titrated hits; actives 0.25% (n = 220,000); in the data active = inhibition above about 13%;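 note: 0% = complete reaction with vehicle and 100% = reaction without substrate; strong numbers were not always called active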
Mtb RmlCD inh: M. tuberculosis RmlC/RmlD inhibition | AID 1533 | RmlC+RmlD coupled enzyme assay, percent inhibition; primary screen in compound mixtures | actives 0.03% (n = 160,000) | P9WH09+P9WH11 | inhibition, % at 3.6 µM; in the data active = inhibition mostly above about 34%, no sharp cut-off; note: some results filed as inactive read as strong as hits
Target sequence (P9WH09 whole entry, looked up): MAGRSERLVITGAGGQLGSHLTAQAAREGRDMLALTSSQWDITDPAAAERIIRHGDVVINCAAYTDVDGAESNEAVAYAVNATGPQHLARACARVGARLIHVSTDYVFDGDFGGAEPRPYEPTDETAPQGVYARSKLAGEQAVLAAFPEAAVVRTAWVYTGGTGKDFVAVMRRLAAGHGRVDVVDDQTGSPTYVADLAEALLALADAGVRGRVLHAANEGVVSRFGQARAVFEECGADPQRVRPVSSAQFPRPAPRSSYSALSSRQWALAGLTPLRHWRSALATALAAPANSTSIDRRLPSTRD
Target sequence (P9WH11 whole entry, looked up): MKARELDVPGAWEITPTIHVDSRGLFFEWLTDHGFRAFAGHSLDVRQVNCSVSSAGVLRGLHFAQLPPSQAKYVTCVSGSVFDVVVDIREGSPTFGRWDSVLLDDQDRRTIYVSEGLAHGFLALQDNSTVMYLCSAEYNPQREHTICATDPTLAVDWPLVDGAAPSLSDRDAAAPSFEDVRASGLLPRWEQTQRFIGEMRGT
The depositor's hits bear a star; . = not tested or not shown.

molecule	Mtb RmlCD inh	M. tuberculosis GlmU
COc1ccc2[nH]c(=O)c(CN(CC3CCCO3)C(=O)Nc3ccc(F)cc3)cc2c1 (stereo not given)	-4.3	3.2%
COC(=O)c1ccc(C23CC4(C2)[C@H](CN(Cc2ccc(C(F)(F)F)cc2)[C@@H]4c2ccccc2)C3c2ccccc2)cc1 (stereo not given in full)	.	-4.6%
CCOC(=O)c1ccc(S(=O)(=O)N2CCN(C(C)=O)CC2)cc1	15.9	-3.2%
OCC1CCCN(C(=S)Nc2ccc(OC(F)F)cc2)C1 (stereo not given)	9.6	1.2%
COC(=O)Nc1nc(-c2ccccc2)c(C(=O)c2ccc(Cl)cc2)s1	.	-3.8%
NS(=O)(=O)c1ccc(NC(=O)N[C@@H](Cc2ccccc2)C(=O)O)cc1	.	-3.7%
COc1ccc(-c2nc(-c3ccccc3OC)no2)cc1OC	8.9	-2.0%
CNC(=S)Nc1ccc(-c2nc3ccc(C)cc3s2)cc1	.	1.4%
O=C(CN(c1ccc(Cl)cc1)S(=O)(=O)c1ccccc1)N/N=C/c1ccco1	.	-0.2%
O=C(COC(=O)COc1ccc(Cl)cc1)Nc1ccc(F)c([N+](=O)[O-])c1	.	-0.1%
O=C1N(Cc2ccccc2F)c2ccccc2C12OCCCO2	.	3.0%
CC(NC(=O)COC(=O)Cc1ccc(-c2ccccc2)cc1)c1ccccc1 (stereo not given)	-7.4	-1.4%
Cc1cccc(-c2noc(CCCOc3ccc(Cl)cc3Cl)n2)c1	7.5	2.0%
Cc1ccc(N2C(=O)CSC2c2ccccn2)cc1Cl (stereo not given)	.	5.5%
C#CCNC(=O)C1CCN(c2ccc(S(=O)(=O)N3CCOCC3)cc2Cl)CC1	-6.1	-2.8%
CC(=O)Oc1ccc(Cl)cc1/C=C/c1cc(OC(C)=O)c2ccccc2n1	1.9	-5.9%
COC(=O)C1C2C=CC(C3CC23)C1C(=O)OCC(=O)c1ccccc1 (stereo not given)	5.2	3.9%
COc1ccc(N2C(=O)CCC2(C(N)=O)c2ccccc2)cc1 (stereo not given)	7.4	-2.5%
C/C(=N\NS(=O)(=O)c1ccc(Cl)cc1)c1ccc(O)cc1	5.4	0.9%
CCOc1ccc2nc(NC(=O)c3cnccn3)sc2c1	10.7	.

In a second layout: results already given.
Values run as follows: Mtb RmlCD inh | M. tuberculosis GlmU
- Cc1ccc(N2C(=O)CSC2c2ccccn2)cc1Cl (stereo not given)
 : . | 5.5%
- C#CCNC(=O)C1CCN(c2ccc(S(=O)(=O)N3CCOCC3)cc2Cl)CC1
 : -6.1 | -2.8%

Later entries.
molecule	Mtb RmlCD inh	M. tuberculosis GlmU
Cc1ccc(OCCSCc2nnc(NC(=O)Nc3cccc(Cl)c3)s2)cc1	.	2.7%
CC1CCN(C(=O)COC(=O)c2cc(Cl)cc(Cl)c2N)CC1	.	-2.1%
O/N=C1/CCc2cccc3cccc1c23	21.6	2.5%
COC(=O)c1cc(S(=O)(=O)C(C)C)c(S(C)=O)s1 (stereo not given)	2.0	3.6%
CC(C)Sc1ccc(C(=O)Nc2ccc(F)cc2F)cn1	-3.6	1.0%
O=C(c1ccc(F)cc1)N1CCCC(c2ccccc2)C1 (stereo not given)	-9.2	-1.2%
Cc1sc(NC(=O)COc2cccc(-n3cnnn3)c2)c(C#N)c1C	.	7.8%
CCOC(=O)C1=C(c2ccccc2)OC(N)=C(C#N)C1c1cccnc1 (stereo not given)	-8.3	3.4%
O=C(Cc1ccccc1[N+](=O)[O-])N1CCN(c2ccccc2F)CC1	3.7	-3.5%
O=C(CSc1nnc(-c2ccco2)o1)NCC(=O)c1ccccc1	-3.2	-2.0%
Cn1c(=O)cc(C(=O)N/N=C/c2ccc(F)cc2)[nH]c1=O	-12.4	0.9%
C=CCS(=O)(=O)N1CCCC(C(=O)c2cccc(Cl)c2)C1 (stereo not given)	-8.6	-2.0%
Cc1ccc(-c2oc3ccccc3c(=O)c2O)cc1	-7.3	-0.6%
CCCN(CCC)S(=O)(=O)c1ccc(C(=O)N2CC3CCC(CC3)C2)cc1	7.7	2.5%
CC1=C(C(=O)N2CCOCC2)C(c2ccccc2F)C2=C(CC(C)(C)CC2=O)N1 (stereo not given)	-13.0	3.2%
COc1ccc(CC(=O)N2CCN(c3ccccn3)CC2)cc1OC	.	8.5%
CCC(C)(C)C1CCC2(CC1)NC(=S)N(c1ccccc1)N2 (stereo not given)	10.5	-5.2%
NS(=O)(=O)c1ccc(NC(=O)CSc2ncccn2)cc1	-9.8	7.0%
Cc1ccc(OCC(=O)NCC(=O)Nc2ccc(F)cc2)c([N+](=O)[O-])n1	-5.1	-0.4%
Cc1nc2c(C(=O)NCc3ccc4c(c3)OCO4)c[nH]n2c(=O)c1Cc1ccccc1F	9.9	7.4%

Additional records follow:
molecule	Mtb RmlCD inh	M. tuberculosis GlmU
Cc1ccc(NC(=O)CCNCc2ccco2)cc1S(=O)(=O)N(C)C	10.3	-7.5%
CNC(=S)N/N=C(\C)c1ccc(Cl)c(Cl)c1	26.7	1.0%
Cc1nc(SCC(=O)NNC(=O)c2cccs2)[nH]c(=O)c1C	1.3	2.0%
O=C1CCCC2=C1C(c1cccnc1)Nc1ccccc1N2 (stereo not given)	.	-0.3%
O=[N+]([O-])c1ccc(C2OCCO2)cc1CS(=O)(=O)c1ccccc1	-9.7	-3.4%
C=CCNC(=S)Nc1ccc2nsnc2c1	-7.8	-1.4%
CNc1c([N+](=O)[O-])cnn1-c1ccccc1Cl	-5.4	1.6%
COc1ccc(CN2CCC(C(=O)N(C)CCc3ccc(OC)c(OC)c3)CC2)c(OC)c1	3.4	-2.8%
CC(=O)c1c(C)[nH]c(C(=O)COC(=O)C2CC2)c1C	-4.2	5.0%
O=C(CSc1nnc(-c2ccc(F)cc2)o1)Nc1ccc(S(=O)(=O)N2CCCCCC2)cc1	2.6	11.4%
CCN(Cc1ccccc1)C(c1ccc(C)cc1)c1nnnn1C(C)(C)CC (stereo not given)	.	-1.1%
CS(=O)(=O)NNC(=O)c1cc2cc3ccccc3nc2s1	.	0.8%
COc1cccc(C(=O)/C=C/c2ccc(N3CCCCC3)c([N+](=O)[O-])c2)c1	.	3.0%
CCC(=O)Nc1ccc(C(=O)OCc2ccccc2)cc1	.	-1.4%
Cc1cc(NS(=O)(=O)c2ccc(NC(=O)CSc3nc4ncccc4[nH]3)cc2)nc(C)n1	3.2	-9.6%
Cn1cc(/C=C2\SC(=O)N(c3ccc(O)cc3)C2=O)c2ccccc21	6.4	4.4%
CS(=O)(=O)N1CCN(C(=O)c2cccnc2)CC1	4.9	5.5%
CN1CCC/C1=C1/C(=O)N(c2ccccc2)N=C1NC(=O)Nc1cccc(Cl)c1	-9.3	-0.3%
CSCCC(NS(=O)(=O)/C=C/c1ccccc1)C(=O)O (stereo not given)	-12.3	-2.0%
c1ccc2c(c1)OCCOCCOc1ccccc1OCCOCCO2	-7.6	-4.3%

(more compounds)
molecule	Mtb RmlCD inh	M. tuberculosis GlmU
O=C(OCc1nc2ccccc2s1)c1ccccc1O	-12.8	-3.6%
CCCC(C)C1(CC)C(=O)NC(=Nc2ccccc2)NC1=O (stereo not given)	.	0.7%
CC(C)/C=N/Nc1nc(-c2ccc(Br)cc2)cs1	.	-1.0%
C=C(C)CSc1nc(N)cc(=O)[nH]1	.	0.3%
OC1(c2ccc(F)cc2)CC2CCC(C1)N2Cc1nnnn1C1CCCC1 (stereo not given)	-6.4	3.5%
COC(=O)Cn1c(CN2CCN(c3ccc(F)cc3)CC2)nc2c1c(=O)n(C)c(=O)n2C	5.6	3.0%
COCCNc1oc(-c2ccc(F)cc2)nc1C#N	1.5	-0.6%
COc1ccccc1C1CN=NC12CCCc1ccccc1C2=O (stereo not given)	0.4	-1.6%
Cc1ccc(NC(=O)c2ccccc2)cc1-n1cnnn1	-12.5	5.2%
O=C(CSc1nc(-c2ccccc2)nc2c1Cc1ccccc1O2)Nc1ccccc1	-9.5	.
COc1ccc(OC)c(S(=O)(=O)n2cccn2)c1	-5.4	-2.1%
CC(C)N(C(=O)CSc1nc(COc2ccccc2)nc2ccccc12)C(C)C	-5.3	1.9%
CC(C)=N/N=C(/c1ccc([N+](=O)[O-])cc1)C12CN3CN(CN(C3)C1)C2	8.0	4.6%
CCN(C(=O)CSc1nnc(-c2ccc(Cl)cc2)n1C)C1CCS(=O)(=O)C1 (stereo not given)	.	-0.4%
COc1c(C)cc(C(=O)C2CCCN(Cc3c(C)n(C)n(-c4ccccc4)c3=O)C2)cc1C (stereo not given)	.	-3.6%
CC(C)CC1NC(=O)N(CC(=O)Nc2ccccc2-c2ccccc2)C1=O (stereo not given)	-8.5	-0.3%
Cc1cc(NC(=O)Nc2ccccc2[N+](=O)[O-])no1	-4.4	0.8%
O=C(CN1CCC(n2nnc3ccccc32)CC1)Nc1ccc2c(c1)CCC2	3.8	0.2%
COc1ccc(C(C)(C)C)cc1NC(=O)Cn1cnnn1	5.3	5.0%
O=C(CN1C(=O)/C(=C/c2cccc(Br)c2)SC1=S)NC1=NCCS1	11.5	1.2%

(more compounds)
molecule	Mtb RmlCD inh	M. tuberculosis GlmU
Cc1ccc2[nH]c3c(=O)n(CCCN4CCOCC4)cnc3c2c1	6.4	-5.4%
Cc1nc(/C(N)=N/OC(=O)c2cccc(Cl)c2)c(C(F)(F)F)o1	-11.6	2.0%
C/C=C/C(=O)Nc1ccccc1Br	5.3	-5.7%
O=C(NCc1ccc2c(c1)OCO2)c1ccc2c(c1)C(=O)N(Cc1cccnc1)C2=O	-0.1	3.4%
OC1COC(OCC2OC(OCc3ccccc3)C(O)C(O)C2O)C(O)C1O (stereo not given)	11.2	-1.5%
COc1ccc(CCn2nnc(-c3ccc(NC(C)=O)c(Cl)c3)n2)cc1	.	0.2%
Cc1ccc([C@@H]2C[C@H]3CN(Cc4cccc(Cl)c4)C(=O)[C@]34CCCN24)o1	.	-0.1%
O=C(CSc1nc2ccccc2[nH]1)N/N=C/c1ccncc1	11.6	4.5%
O=C(NCc1cccnc1)C(=O)NCC(c1ccco1)N1CCN(c2ccccc2)CC1 (stereo not given)	-1.6	10.1%
Nc1nc(-c2ccc(F)cc2)cs1	2.7	-1.3%
CC1Oc2ccccc2N(CC(=O)NCc2ccc3c(c2)OCO3)C1=O (stereo not given)	-2.9	0.5%
Cn1c(CN2CCN(c3ccc(Cl)cc3)CC2)nc2ccccc21	.	2.1%
O=C(O)c1cccc(-c2ccc(/C=N/Nc3nn[nH]n3)o2)c1	-13.7	11.7%
Cn1c(CCN2CCCCC2)nc2cc(NC(=O)Nc3ccccc3)ccc21	0.3	-1.4%
Cc1cccc(-c2nnc3n2N=C(c2ccc(Br)cc2)CS3)c1	.	-2.4%
CN(C(=O)Nc1cccc(C(F)(F)F)c1)C1CCCCC1	5.9	9.8%
O=[N+]([O-])c1cc(Cl)ccc1NCCNc1ncc(C(F)(F)F)cc1Cl	8.1	-3.6%
COC(=O)c1scc(S(=O)(=O)C(C)(C)C)c1-n1cccc1	3.7	-0.1%
Nn1c(SCc2cccc3ccccc23)nnc1-c1ccco1	.	-5.3%
COc1cc(Cl)ccc1S(=O)(=O)n1nc(C)cc1C	.	1.3%

The list continues:
molecule	Mtb RmlCD inh	M. tuberculosis GlmU
Cc1[nH]c2ccccc2c1C(=O)C(=O)NCCOc1ccccc1	65.3	-5.0%
N#CCCN(Cc1cccs1)C(=O)c1ccc(Cl)cc1	-5.7	-2.9%
Cc1ccc(-n2nnc(-c3cc4ccccc4nc3Cl)n2)cc1	.	-0.2%
O=C(NCc1ccccn1)C1CN(S(=O)(=O)c2ccccc2)CCN1S(=O)(=O)c1ccccc1 (stereo not given)	.	2.2%
CCN(CC)S(=O)(=O)c1cccc(NC(=O)C2SC(=Nc3ccc(C)cc3C)C(C(=O)NCC3CCCO3)=C2N)c1 (stereo not given)	.	2.8%
CCc1nc2c(cnn2-c2ccc(Cl)cc2)c(=O)n1-c1ccc(OC)cc1	12.0	-4.2%
Cc1ccccc1OCCN=Cc1c(O)n(C)c(=O)n(C)c1=O	.	0.7%
COC(=O)c1c(C(=O)OC)c(-c2ccc(C(C)(C)C)cc2)n2c1CS(=O)C2 (stereo not given)	9.1	3.4%
CC(C)COC(=O)c1ccc(NC(=O)C2C3C=CC(C3)C2C(=O)O)cc1 (stereo not given)	.	3.1%
c1ccc(-n2nnnc2SCc2ccccn2)cc1	.	2.0%
CCCS(=O)(=O)c1c(S(=O)(=O)CCC)c2ccccn2c1C(=O)OC	-0.7	-0.9%
Cc1[nH][nH]c(=O)c1C(c1ccc(N(C)C)c(Br)c1)c1c(C)[nH][nH]c1=O	-9.9	2.8%
Nc1c2c(nc3sc4c(c13)CCCC4)-c1ccccc1CC2	1.9	-0.1%

An excerpt from above in order of length of the SMILES, ascending:
molecule	Mtb RmlCD inh	M. tuberculosis GlmU
c1ccc(-n2nnnc2SCc2ccccn2)cc1	.	2.0%
N#CCCN(Cc1cccs1)C(=O)c1ccc(Cl)cc1	-5.7	-2.9%
Cc1ccccc1OCCN=Cc1c(O)n(C)c(=O)n(C)c1=O	.	0.7%
Cc1[nH]c2ccccc2c1C(=O)C(=O)NCCOc1ccccc1	65.3	-5.0%
CCCS(=O)(=O)c1c(S(=O)(=O)CCC)c2ccccn2c1C(=O)OC	-0.7	-0.9%
CC(C)COC(=O)c1ccc(NC(=O)C2C3C=CC(C3)C2C(=O)O)cc1 (stereo not given)	.	3.1%

Assay outcomes from PubChem.

Only part of the results is shown (hit frequency here may not be typical).
